TGFb SMAD3 inh: TGF-b pathway inhibition; HepG2 CAGA-GFP TGF-b/SMAD3 reporter, GFP fluorescence, 18 h; TGF-beta stimulated, 500 pg/mL final; Potency, µM (top dose mostly 46.1 µM), for inactives: at the top dose activity, negative = inhibition, actives largely listed as inhibitors; hit rate 1.2% among 410,000; AID 588855; note: potency is the fitted concentration of half-maximal effect; % is set by controls: 0 for no effect and ±100 for the full control effect; nearly all actives have a fitted effect of over 65% in size
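Cell-based qHTS in HEPG2 carrying a CAGA-GFP Smad reporter; compounds added before 500 pg/mL final TGF-beta, 18 h incubation at 37 degrees C, GFP fluorescence quantified per cell by imaging cytometry.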
CCT modulator: modulators of cytosolic chaperonin (CCT/TRiC) activity. purified chaperonin ATPase assay, HTRF ADP detection, 30 min. activity change, % (test concentration not listed), hits read low. hit rate 0.3% among 360,000. AID 651819; in the data active = activity change below about -30%; note: % is set by controls: 0 for no effect and ±100 for the full control effect
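First, chaperonin was dispensed at 40 nM or 20 nM final depending on batch activity. Next, compounds were pinned at 76 uM and ATP added at 10 uM. After 30 min at 37 °C, ADP detection reagents ran 30 min at ambient temperature.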
HepG2 viability: kills HepG2 cells in TGF-b inhibitor counter-screen; AID 588856; hit rate 0.76% among 410,000; Potency, µM (highest dose often 46.1 µM), for the others: top-dose activity change, negative = cytotoxicity, actives largely listed as cytotoxic; HepG2 CAGA-GFP viability, ATP luminescence, 18 h; note: potency is the fitted concentration of half-maximal effect; some results filed as inactive show a strong effect at the top dose
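HepG2 CAGA-GFP cells (1000/well, DMEM with 1% FBS) received compound, then TGF-beta at 500 pg/mL final, and were incubated 18 hours at 37 degrees C. Viability was read by CellTiter-Glo luminescence. Media-only wells were set as complete cell-killing and DMSO as no toxicity.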
A549 viability: A549 cytotoxicity, counter-screen for Nrf2 inhibitors. Potency, µM (series often up to 46 µM), without a hit: at the highest dose activity change, negative = cytotoxicity, most hits filed as inhibitors. A549 ARE-Fluc cells, CellTiter-Fluor viability, 18-24 h. hit rate 0.16% among 390,000; note: potency is the fitted concentration of half-maximal effect; % is set by controls: 0 for no effect and ±100 for the full control effect
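Cytotoxicity counterscreen: CellTiter-Fluor fluorescence was measured in A549 ARE_Fluc cells after 18-24 h of compound exposure in a concentration series. The subsequent BugLite luminescent read reports ARE-luciferase activity.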
Abeta yeast res: compounds reversing amyloid beta toxicity in yeast. yeast expressing A-beta42, growth rescue, OD600, 48 h; response scale: 0% DMSO, 100% iron-clioquinol control. Potency, µM (titrated, usually from 46.1 µM), without a hit: at the top dose growth rescue, usual class: activators. hit rate 0.063% among 410,000; note: potency is the fitted concentration of half-maximal effect; nearly all actives have a fitted effect of over 55% in size
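Yeast A-beta toxicity model in growth medium with pinned compounds, 48 h at 30 C; growth read as absorbance at 600 nm. Normalized to FeCl3/clioquinol equimolar mix (positive) and DMSO (negative).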
pAkt inh: Akt phosphorylation inhibition; Neuro2A IGF-stimulated pAkt S473 HTRF, 20 min; hits give low values; activity change, % for hits at 50 µM; hit rate 0.32% among 360,000; in the data active = activity change below about -80%; inconclusive = mostly about -51% to -80%; note: % is set by controls: 0 for no effect and ±100 for the full control effect
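Single-point screen (50 µM final compound) in Neuro2A cells stimulated 20 min with 6 nM IGF at 37 deg C. After lysis, Ser473-phosphorylated Akt read by HTRF (ex 330 nm, em 615/665 nm) as the 665/615 ratio.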
Nrf2 ARE act: activators of Nrf2 (ARE) signaling; AREc32 ARE-luciferase reporter (MCF7-derived line), luminescence, 24 h; Potency, µM (doses to about 46.1 µM), without a hit: at the highest dose activation, actives largely listed as activators; hit rate 0.31% among 410,000; AID 624171; note: potency is the fitted concentration of half-maximal effect; % of control where 0% means no effect; nearly all actives have a fitted effect of over 65% in size
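AREc32 cells carrying an ARE-driven firefly luciferase, 1000 cells/well in OPTI-MEM with 5% FBS, dosed after overnight attachment and incubated 24 hr at 37 deg C. Steady-Glo luminescence read after 30 min at RT.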
MmCpn inh: M. maripaludis TRiC chaperonin inhibition; purified Mm-Cpn ATPase, ADP Transcreener TR-FRET; Potency, µM (titrated, usually from 76.9 µM), for inactives: top-dose activity, negative = inhibition, actives largely listed as inhibitors; hit rate 0.031% among 330,000; AID 504842; note: potency is the fitted concentration of half-maximal effect; % is set by controls: 0 for no effect and ±100 for the full control effect; nearly all actives have a fitted effect of over 80% in size
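ATPase read-out: TR-FRET ADP immunoassay (anti-ADP Eu cryptate vs ADP-d2), ex 320 nm, em 590/665 nm; signal drops as ADP forms. Enzyme 25 nM, ATP 10 uM, 30 min at 37°C after 10 min compound preincubation.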
Nrf2 block: Nrf2 pathway inhibition; A549 ARE-Fluc reporter, luciferase luminescence, 18-24 h; Potency, µM (series often up to 46 µM), without a hit: top-dose activity change, negative = inhibition, most hits filed as inhibitors; hit rate 2.1% among 360,000; AID 504444; note: potency is the fitted concentration of half-maximal effect; % is set by controls: 0 for no effect and ±100 for the full control effect; nearly all actives have a fitted effect of over 60% in size
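Quantitative HTS in A549 cells stably bearing an antioxidant response element-firefly luciferase construct. Inhibition of Nrf2-driven transcription was scored by luminescence after 18-24 h of compound exposure at 37 °C.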
The depositor's hits bear a star; i = inactive; ? = inconclusive; · = not tested or not shown; [ ] = dose if it differs, or a comment. Unless noted, calls come from the whole dose curve; as a rule, active = well fitted curve in the direction sought with a large enough effect; inconclusive = small, poorly fitted or top-dose-only effect, or another doubt; inactive = no such curve, though single readings can be large; an effect the other way counts as inactive or inconclusive.

SMILES | TGFb SMAD3 inh | CCT modulator | HepG2 viability | A549 viability | Abeta yeast res | pAkt inh | Nrf2 ARE act | MmCpn inh | Nrf2 block
Cc1oc2cc3oc(=O)c(CCC(=O)NC4CC4)c(C)c3cc2c1C | -9% | 0.0 | -2% | 1% | -14% | i | 2.8% | 1% | 9%
CC(=O)c1cccc(N2C(=O)CC(N3CCN(S(=O)(=O)c4ccccc4F)CC3)C2=O)c1 (stereo not given) | 7% | -2.0 | -10% | 2% | 8% | i | -0.6% | 1% | -8%
COc1cc(NC(=O)COc2ccc(-n3cnnn3)cc2)c(OC)cc1Cl | -1% | 0.5 | -3% | 5% | 1% | i | -0.2% | 0% | -18%
C=CCOCCN1C(=O)C2C3C=CC(C2C1=O)C1C2C(=O)N(CCOCC=C)C(=O)C2C31 (stereo not given) | -7% | -1.2 | 14% | 7% | -7% | i | 0.5% | -2% | 6%
O=C(Nc1ccccc1NC(=O)C1CCCO1)c1ccco1 (stereo not given) | 18% | -0.8 | 20% | 1% | 0% | i | -0.4% | 0% | ?
CN(C)S(=O)(=O)Oc1ccccc1C(=O)Nc1ccc(F)cc1F | -8% | -1.5 | -13% | -7% | -16% | i | -0.1% | -4% | 0%
CCCCNC(=O)C1(C)CCN1C(=O)c1cccnc1Oc1ccccc1 (stereo not given) | 0% | -0.8 | -7% | · | -12% | i | -0.2% | · | ·
CC1(C)CC(NC(=O)C2CCN(S(=O)(=O)c3ccc(Cl)c(C(F)(F)F)c3)CC2)CC(C)(C)N1 | 11% | 0.6 | -26% | 7% | -12% | i | -0.6% | · | 0%
COc1cccc(C(=O)/C=C/Nc2ccc(S(=O)(=O)Nc3ncccn3)cc2)c1 | -19% | -2.7 | 6% | ? | 6% | i | 0.7% | 2% | -12%
CC(NC(=O)C1CC12CCC2)c1ccccc1 (stereo not given) | -1% | -1.7 | -10% | -3% | -8% | i | -0.8% | 1% | -15%

Arranged by SMILES length (smallest number first): some entries from above.
SMILES | TGFb SMAD3 inh | CCT modulator | HepG2 viability | A549 viability | Abeta yeast res | pAkt inh | Nrf2 ARE act | MmCpn inh | Nrf2 block
CN(C)S(=O)(=O)Oc1ccccc1C(=O)Nc1ccc(F)cc1F | -8% | -1.5 | -13% | -7% | -16% | i | -0.1% | -4% | 0%
COc1cccc(C(=O)/C=C/Nc2ccc(S(=O)(=O)Nc3ncccn3)cc2)c1 | -19% | -2.7 | 6% | ? | 6% | i | 0.7% | 2% | -12%
CC(=O)c1cccc(N2C(=O)CC(N3CCN(S(=O)(=O)c4ccccc4F)CC3)C2=O)c1 (stereo not given) | 7% | -2.0 | -10% | 2% | 8% | i | -0.6% | 1% | -8%
CC1(C)CC(NC(=O)C2CCN(S(=O)(=O)c3ccc(Cl)c(C(F)(F)F)c3)CC2)CC(C)(C)N1 | 11% | 0.6 | -26% | 7% | -12% | i | -0.6% | · | 0%

Carrying on.
SMILES | TGFb SMAD3 inh | CCT modulator | HepG2 viability | A549 viability | Abeta yeast res | pAkt inh | Nrf2 ARE act | MmCpn inh | Nrf2 block
Cc1ccc(S(=O)(=O)c2c(C)nn(C(C)(C)C)c2OC(=O)c2cccs2)cc1 | ? | 0.2 | -40% | ? | 3% | i | 0.0% | -4% | ·
O=C(NCC1CCCO1)c1cccc(S(=O)(=O)Nc2ccccc2Cl)c1 (stereo not given) | -4% | 0.8 | 3% | · | 0% | i | 0.5% | · | ·
Cc1ccc(C(=O)NC(=S)N2CC(C)OC(C)C2)cc1[N+](=O)[O-] (stereo not given) | -17% | -0.6 | -28% | -8% | 10% | i | 2.1% | 1% | 1%
COc1ccc(C(=O)N(C)C2CCCN(Cc3ccccc3F)C2)cc1C (stereo not given) | 11% | -1.4 | -8% | -22% | 10% | i | 0.2% | 2% | -23%
COc1ccc2oc(-c3cccc(NC(=O)CSc4ccc(Cl)cc4)c3)nc2c1 | 0% | -10 | -43% | 4% | 9% | i | 5.0% | 1% | 6%
NC(=O)CSc1nc2ccccc2c(=O)n1-c1ccccc1 | -1% | 1.1 | 2% | -9% | -4% | i | -0.2% | 2% | -7%
COC(=O)c1cc(N=Nc2c(C)[nH]c3ccccc23)cc(C(=O)OC)c1 | 4% | -0.4 | 6% | 3% | 11% | i | 2.3% | 0% | 13%
COc1cccc(C=NNC(=O)C(C)SC(C)C(=O)NN=Cc2cccc(OC)c2)c1 (stereo not given) | 1% | 1.3 | 3% | -6% | 1% | i | -1.8% | · | ?
CCCCOC(=O)CSc1nnc(N)s1 | -20% | -1.2 | -22% | 16% | -13% | i | -0.1% | 0% | 5%
CCOC(=O)Cc1c(C)nc2c(-c3ccc(Cl)cc3)c(C)nn2c1C | 5% | -1.9 | -15% | 12% | -9% | i | 3.0% | -6% | -5%
CC12CCC(=O)N1C(C(=O)Nc1ccc(Cl)c(S(=O)(=O)N3CCCCC3)c1)CS2 (stereo not given) | -19% | -2.6 | -20% | -1% | 8% | i | 0.2% | 0% | -22%
CCCCN1C(C(=O)c2ccccc2)=C(OC(=O)CC)c2ccccc2S1(=O)=O | ? | · | -45% | ? | -37%[inhibitor] | · | -2.8% | · | 21µM*
CCCN(CC(=O)Nc1ccccc1C)C(=O)c1cccc(S(=O)(=O)N2CCN(c3ccccc3)CC2)c1 | -16% | -2.3 | -21% | -5% | -1% | i | -0.3% | -2% | ?
O=[N+]([O-])c1ccc(O)c(/C=N/Nc2ccccn2)c1 | ? | 1.5 | -83% | 15µM* | -93%[inhibitor] | i | 5.3% | 2% | ?
C[C@@H](C(=O)N1CCNCC1)n1cc(CCCN=C(N)N)nn1 | 3% | -1.0 | 5% | -7% | 0% | i | 0.0% | · | 6%
CC(C)CCNC(=O)c1cc2c(=O)[nH]c3ccccc3c2s1 | -7% | 0.4 | 14% | 1% | -16% | i | 0.5% | 0% | ?
Cc1nn(-c2ccccc2)c2sc(C(=O)N(CC(=O)NC(C)(C)C)Cc3ccco3)cc12 | 19% | -1.0 | 3% | -3% | 17% | i | 6.9% | 2% | -20%
O=C(Cc1ccccc1)NNC(=O)C1CC=CCC1 (stereo not given) | -3% | 0.1 | -13% | 1% | 22% | i | 2.2% | 0% | -17%
CNc1snc(C)c1C(=O)OC(C)C(=O)Nc1cccc(OC)c1 (stereo not given) | -23% | -0.5 | -15% | -1% | -26% | i | 1.0% | -1% | ?
COc1ccc(NS(=O)(=O)c2ccc(NC(=S)NC(=O)c3cccc(F)c3)cc2)nn1 | ? | -2.6 | -25% | -1% | -17% | i | 4.3% | 3% | -6%
CC1=CCC[C@@H]2[C@@](C)(CC/C(C)=C/C(=O)O)[C@H](C)CC[C@@]12C | ? | -0.9 | -55% | -1% | ? | i | -0.4% | -2% | -4%
CN(C)S(=O)(=O)c1ccc(NC(=O)N2CCOCC2)cc1 | 15% | 0.3 | 7% | 6% | 4% | i | -0.6%[9.22 µM] | 1% | 12%
COc1cc(C2=NOC(C(=O)NCc3ccco3)C2)cc(OC)c1OC (stereo not given) | 24% | -0.9 | -6% | -20% | -4% | i | -0.7% | 3% | ·
CCn1cc(S(=O)(=O)c2cc(C)cc(C)c2)c(=O)c2cc(F)c(N3CCCCC3)cc21 | ? | · | -20% | -13% | -4% | · | 0.3% | · | ?
CCC(C)N(C(=O)COC(=O)CNC(=O)c1ccccc1F)C1CCS(=O)(=O)C1 (stereo not given) | -2% | 3.3 | 0% | -1% | 0% | i | -1.2% | 0% | 19%
Cc1ccc(OC(=O)c2ccc([N+](=O)[O-])cc2Cl)cn1 | 1% | 0.6 | -6% | 1% | -18% | i | -1.2% | 0% | ?
COc1cccc(C2=NOC(C(=O)NCc3ccccn3)C2)c1 (stereo not given) | -8% | -2.4 | 9% | 0% | -15% | i | 0.2% | 1% | ?
COc1cc2c(cc1CNC[C@H]1O[C@@H](n3ccc(N)nc3=O)[C@H](O)[C@@H]1O)OCO2 | -8% | -4.5 | -6% | · | -2% | i | -0.2% | · | ·
COc1ccc(C(=O)N(C)CCCC2CCCC2)cc1OC1CCN(C(C)C)CC1 | ? | 1.9 | -30% | -9% | -9% | i | 3.9% | -1% | ?
COC(=O)CN1C(=O)N/C(=C/c2cc(OC)c(OC)cc2C)C1=O | 0% | -2.6 | -11% | -5% | 1% | i | -0.4% | -1% | 8%
CC(=O)c1ccc(OCC(=O)Nc2cccc(S(=O)(=O)N3CCCC3)c2)cc1 | -6% | 3.2 | -6% | 5% | -8% | i | 3.6% | -5% | 16µM*
CCN1C(=O)S/C(=C\c2ccc(N3CCOCC3)cc2C)C1=O | -6% | 0.1 | -16% | -3% | 0% | i | 3.5% | -1% | ?
O=[N+]([O-])c1cc(-c2ccn[nH]2)ccc1Cl | 0% | 1.4 | -57% | 0% | -21% | i | 0.5% | 1% | -10%
Cc1ccc(C(=O)NC(=S)Nc2cc(C(F)(F)F)ccc2Cl)cc1 | -4% | -1.5 | -28% | -15% | 19% | i | 3.5% | 1% | ?
Cc1ccc(S(=O)(=O)N2CCCN(S(=O)(=O)c3ccc(C)c(C)c3)CC2)cc1C | 5% | -2.2 | -14% | -1% | 11% | i | -0.6% | 4% | ?
C/C(CC(=O)Nc1ccc(C)c(Cl)c1)=N\NC(=O)Cc1cccs1 | ? | 0.0 | -17% | 4% | 9% | i | 0.4% | 1% | 3%
Cc1ccc(NC(=O)CCCOc2ccccc2)cc1S(=O)(=O)N1CCOCC1 | -7% | 2.4 | -1% | 0% | -2% | i | -0.3% | -2% | 2%
CC(C)(C)CNC(=O)c1cccc2c1C(=O)c1ccc(-c3cc4ccccc4o3)cc1S2(=O)=O | 2% | -2.3 | -6% | 5% | -13% | i | 0.4% | 0% | 8%

Screening data (PubChem BioAssay)
